ANO1 activ: activates or potentiates the mouse TMEM16A chloride channel; Q8BHY3; B-score at 10 µM; 340,000 compounds, 0.3% hits; HEK293 TMEM16A/YFP-H148Q/I152L, iodide quench fluorescence; stronger effect = lower value;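 active = fluorescence-ratio B-score plate-corrected deviation score at least 3 library SD below zero, with starting fluorescence score within 5 deviations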;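 note: channel opened by trigger with iodide after compound preincubation; score built on the fluorescence ratio of max minus min over baseline; more negative score means more quench and so TMEM16A activation or potentiation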
HDAC3 inhib: blocks human histone deacetylase 3. recombinant HDAC3, fluorogenic peptide/trypsin coupled, fluorescence. inhibition, % at 8.3 µM. O15379. 320,000 compounds, 0.15% hits. AID 2718; in the data active = inhibition above about 26%, passing the limit was not always enough
Target sequence (O15379 whole entry, looked up): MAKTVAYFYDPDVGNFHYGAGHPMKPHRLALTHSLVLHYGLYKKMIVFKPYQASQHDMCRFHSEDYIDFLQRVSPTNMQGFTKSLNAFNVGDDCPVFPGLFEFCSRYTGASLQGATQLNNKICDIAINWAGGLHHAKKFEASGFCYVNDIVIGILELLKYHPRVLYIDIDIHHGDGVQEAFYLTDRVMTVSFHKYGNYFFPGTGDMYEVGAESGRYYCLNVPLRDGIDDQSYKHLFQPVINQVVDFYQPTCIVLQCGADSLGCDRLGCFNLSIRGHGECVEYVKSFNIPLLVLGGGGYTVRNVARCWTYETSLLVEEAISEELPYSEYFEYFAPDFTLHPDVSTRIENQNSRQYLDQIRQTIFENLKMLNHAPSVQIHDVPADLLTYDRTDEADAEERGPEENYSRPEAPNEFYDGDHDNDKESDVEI
Numbers without * were called inactive.

What do the screens show for `CCOP(=S)(OCC)SCCSCC`?
ANO1 activ: inactive; HDAC3 inhib: 1

How did COC(=O)C1=C(c2ccc(F)cc2OCc2ccccc2)C[C@@H]2CC[C@H]1N2C(=O)NCCOc1ccccc1 do in these assays?
ANO1 activ: inactive; HDAC3 inhib: 16

How did COC(=O)C1=C(c2c(C)noc2C)C[C@@H]2CC[C@H]1N2C(=O)NCc1ccco1 do in these assays?
ANO1 activ: inactive; HDAC3 inhib: -2

How did COC(=O)C1=C(c2ccc(F)cc2OCc2ccccc2)C[C@@H]2CC[C@H]1N2C(=O)NCCOc1ccccc1Cl do in these assays?
ANO1 activ: inactive; HDAC3 inhib: -1

How did CC(C)(Cl)[N+](=O)[O-] do in these assays?
ANO1 activ: inactive; HDAC3 inhib: -1

What do the screens show for `CCC(c1ccc(C)cc1)N1C(=O)C2C3CCC(O3)C2C1=O` (stereo not given)?
ANO1 activ: inactive; HDAC3 inhib: 2

Results for COc1ccccc1NC(=O)COC(=O)c1cc(C)n(C2CC2)c1C ?
ANO1 activ: inactive; HDAC3 inhib: 5

What do the screens show for `COC(=O)C1=C(c2ccc(F)cc2OCc2ccccc2)C[C@@H]2CC[C@H]1N2C(=O)NC1CCN(Cc2ccccc2)CC1`?
ANO1 activ: inactive; HDAC3 inhib: -1

What do the screens show for `BrCCc1ccccc1`?
ANO1 activ: inactive; HDAC3 inhib: -9

Results for C=C(COC(=O)CCC(=O)O)CC1CC(O)[C@]2(C)OC3CC4OC5C[C@]6(C)O[C@]7(C)CCC8OC9C[C@]%10(C)OC%11C(C)=CC(=O)OC%11CC%10OC9C[C@@H](C)C8OC7CC6O[C@]5(C)C/C=C\C4OC3CC2O1 (stereo not given in full) ?
ANO1 activ: inactive; HDAC3 inhib: 7

Results for COC(=O)C1=C(c2cccc(OCc3ccccc3)c2)C[C@@H]2CC[C@H]1N2C(=O)NC1CCN(Cc2ccccc2)CC1 ?
ANO1 activ: inactive; HDAC3 inhib: 4

How did COc1ccc2c(c1OC)CN1CCc3cc4c(cc3[C@H]1C2)OCO4 do in these assays?
ANO1 activ: inactive; HDAC3 inhib: 2

The last seven compounds of the part above come first, to join the parts.
What do the screens show for `CCC(c1ccc(C)cc1)N1C(=O)C2C3CCC(O3)C2C1=O` (stereo not given)?
ANO1 activ: inactive; HDAC3 inhib: 2

Results for COc1ccccc1NC(=O)COC(=O)c1cc(C)n(C2CC2)c1C ?
ANO1 activ: inactive; HDAC3 inhib: 5

What do the screens show for `COC(=O)C1=C(c2ccc(F)cc2OCc2ccccc2)C[C@@H]2CC[C@H]1N2C(=O)NC1CCN(Cc2ccccc2)CC1`?
ANO1 activ: inactive; HDAC3 inhib: -1

What do the screens show for `BrCCc1ccccc1`?
ANO1 activ: inactive; HDAC3 inhib: -9

Results for C=C(COC(=O)CCC(=O)O)CC1CC(O)[C@]2(C)OC3CC4OC5C[C@]6(C)O[C@]7(C)CCC8OC9C[C@]%10(C)OC%11C(C)=CC(=O)OC%11CC%10OC9C[C@@H](C)C8OC7CC6O[C@]5(C)C/C=C\C4OC3CC2O1 (stereo not given in full) ?
ANO1 activ: inactive; HDAC3 inhib: 7

Results for COC(=O)C1=C(c2cccc(OCc3ccccc3)c2)C[C@@H]2CC[C@H]1N2C(=O)NC1CCN(Cc2ccccc2)CC1 ?
ANO1 activ: inactive; HDAC3 inhib: 4

How did COc1ccc2c(c1OC)CN1CCc3cc4c(cc3[C@H]1C2)OCO4 do in these assays?
ANO1 activ: inactive; HDAC3 inhib: 2

How did COC(=O)C1=C(c2ccc(Cl)c(C(F)(F)F)c2)C[C@@H]2CC[C@H]1N2C(=O)N1CCCC1 do in these assays?
ANO1 activ: inactive; HDAC3 inhib: 4

Results for COC(=O)C1=C(c2ccc3ccccc3c2)C[C@@H]2CC[C@H]1N2C(=O)NC1CCCCC1 ?
ANO1 activ: inactive; HDAC3 inhib: 3

How did COC(=O)C1=C(c2ccc(F)cc2OCc2ccccc2)C[C@@H]2CC[C@H]1N2C(=O)NCCO do in these assays?
ANO1 activ: inactive; HDAC3 inhib: 2

How did CC(=O)O[C@H]1[C@H]2O[C@]23[C@@H]2CC[C@]4(O)C[C@@H](O)CC[C@]4(C)C2CC[C@]3(C)[C@H]1c1ccc(=O)oc1 (stereo not given in full) do in these assays?
ANO1 activ: inactive; HDAC3 inhib: 6

Results for COC(=O)C1=C(c2ccc(OC(F)(F)F)cc2)C[C@@H]2CC[C@H]1N2C(=O)NCCOc1ccccc1 ?
ANO1 activ: inactive; HDAC3 inhib: 19

Results for Nc1ccccc1Cl ?
ANO1 activ: inactive; HDAC3 inhib: -6

What do the screens show for `COC(=O)C1=C(c2cccc(C#N)c2)C[C@@H]2CC[C@H]1N2C(=O)NCc1cccc2ccccc12`?
ANO1 activ: inactive; HDAC3 inhib: 5

How did COC(=O)C1=C(c2ccc(F)cc2F)C[C@@H]2CC[C@H]1N2C(=O)N1CCC(O)CC1 do in these assays?
ANO1 activ: inactive; HDAC3 inhib: 0

What do the screens show for `C[C@]12CCC3C(C(=O)C[C@H]4C[C@@H](O)CC[C@]34C)C1CCC2=O` (stereo not given in full)?
ANO1 activ: inactive; HDAC3 inhib: 2

How did COC(=O)C1=C(c2cccc(OCc3ccccc3)c2)C[C@@H]2CC[C@H]1N2C(=O)NCCOc1ccccc1 do in these assays?
ANO1 activ: inactive; HDAC3 inhib: 7

How did COc1ccc2[nH]c(C)c(CCNCc3cc(OC)c4c(c3)OCO4)c2c1 do in these assays?
ANO1 activ: inactive; HDAC3 inhib: 11

Screening results as filed in PubChem.

An excerpt; the hit share may differ from the screen's.
